Screening results from PubChem.
IMP-1 inhibitor = IMP-1 metallo-beta-lactamase inhibitors, primary screen, biochemical, epi-absorbance readout, Pseudomonas aeruginosa enzyme. metallo-beta-lactamase IMP-1 (Pseudomonas aeruginosa). purified IMP-1, nitrocefin hydrolysis, epi-absorbance fluorescence. inhibition, % at 5.6 µM. hit rate 0.45% among 290,000. AID 1556, 2009;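 active means inhibition above the mean plus 3 SD of all compounds in the same screening run, cut at about 4.5% in these data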;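 further: 0% = IMP-1 with DMSO and 100% = DMSO wells lacking enzyme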
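Assay system: purified IMP-1; Quantity: IMP-1 0.2 nM before substrate addition; Medium: HEPES buffer pH 7.1 with ZnSO4 and Brij 35; Incubation: 15 min enzyme–compound preincubation, then 25 min nitrocefin reaction, 25 °C; Signal: fluorescence quenching readout, ex 480/em 530 nm; Controls: DMSO with and without IMP-1; Repeats: singlicate testing.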
VIM-2 inhibitor = VIM-2 metallo-beta-lactamase inhibitors, primary screen, biochemical, epi-absorbance readout, Pseudomonas aeruginosa enzyme; purified VIM-2, nitrocefin hydrolysis, epi-absorbance fluorescence; inhibition, % at 5.6 µM; hit rate 0.89% among 290,000; AID 1527, 2009;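 active means inhibition above the mean of all tested compounds plus 3 SD, cutoff set per screening run, cut at about 7.5% in these data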;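 further: red hydrolysis product quenches plate fluorescence so inhibitors raise well fluorescence; 0% = enzyme with DMSO and 100% = DMSO without enzyme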
SUMO HTRF inh = inhibitors of in vitro SUMOylation cascade, primary screen, biochemical, HTRF, uHTS; AID 2006, 2009; hit rate 0.36% among 290,000; SUMO-conjugating enzyme UBC9 (Homo sapiens), P63279; inhibition, % at 35 µM; HTRF SUMOylation assay, SAE1/SAE2 + UBC9; in the data active means inhibition above about 50%, passing the limit was not always enough; further: strong numbers were not always called active
Target sequence (P63279 whole entry, looked up): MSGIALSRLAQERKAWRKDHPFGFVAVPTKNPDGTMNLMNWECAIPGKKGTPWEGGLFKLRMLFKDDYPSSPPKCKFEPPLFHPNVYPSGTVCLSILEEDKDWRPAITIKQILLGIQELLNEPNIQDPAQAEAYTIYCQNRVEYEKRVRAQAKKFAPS
PfM18AAP inh = PfM18AAP inhibitors, malaria aminopeptidase, primary screen, biochemical, QFRET, recombinant enzyme; M18 aspartyl aminopeptidase (Plasmodium falciparum 3D7); H-Glu-NHMec fluorogenic cleavage; inhibition, % at 7.35 µM; hit rate 1.2% among 290,000; AID 1822, 2009;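 active means inhibition above the campaign mean inhibition over all tested compounds plus 3 SD, cut at about 28% in these data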;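 further: 0% = plate median of test compound wells and 100% = 2 mM ZnCl2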
pCIP destab = p/CIP-EGFP fusion destabilizers, primary screen, fluorescence, F442A cells; AID 1984, 2009; hit rate 0.01% among 290,000; decrease of EGFP signal, % at 10 µM; 16 h;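 active means EGFP signal decrease of at least 30% at 10 µM or well 3 SD below plate mean, unless failing retest; inactive means the rest, including hits failing retest or dose response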; further: some compounds called inactive have numbers as strong as hits; many of its hits are not listed in these tables
FID counter = compounds displacing fluorescent DNA intercalator, primary screen, artefact control for HCV NS3 helicase inhibitor project, biochemical, FID fluorescence; DNA fluorescent intercalator displacement; inhibition, % at 7.9 µM; hit rate 0.17% among 290,000; AID 1845, 2009; in the data active means inhibition above about 37%;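 further: 0% = vehicle and 100% = reference compound; higher means more ethidium bromide displaced from hairpin DNA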
NS3 helicase inh = inhibitors of HCV NS3 helicase, primary screen, biochemical, Cy5 molecular beacon fluorescence; Hepatitis C virus NS3 helicase; NS3 helicase DNA unwinding; inhibition, % at 10.9 µM; hit rate 0.56% among 290,000; AID 1800, 2009;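 active means inhibition above the mean of all tested compounds plus 3 SD, set per campaign, cut at about 35% in these data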;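 further: 0% = DMSO wells and 100% = thioflavine S control wells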
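System: HCV NS3 helicase fragment; control set: DMSO and thioflavine S; technique: Cy5 fluorescence at 0 and 60 min, beacon hairpin quenching; reagent: beacon DNA duplex substrate plus ATP; replicates: singlicate; schedule: 1 h reaction at 25 °C, ATP-initiated; medium: MOPS buffer pH 6.5 with MgCl2, DTT, Tween20, BSA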
IDE cell inh = human IDE inhibitors in live cells, primary screen, fluorescence polarization, HEK cells, FAbetaB substrate; inhibition, % at 5.59 µM; FAbetaB cleavage; hit rate 0.41% among 320,000; AID 434962, 2010;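 active means percent inhibition above the average of all tested compounds plus 3 SD, set per screening campaign, cut at about 16% in these data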;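 further: IDE supplied by intact live HEK cells; FP after avidin binding of uncleaved biotin substrate so inhibition keeps polarization high; 0% = DMSO wells and 100% = 60 µM reference IDE inhibitor Ii1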
IDE cell activ = human IDE activators in live cells, primary screen, fluorescence polarization, HEK cells, FAbeta-B substrate; Insulin-degrading enzyme (Homo sapiens), P14735; FAbeta-B cleavage; 0% vehicle, 100% cell-free pure enzyme wells; activation, % at 5.96 µM; hit rate 0.073% among 340,000; AID 493087, 2011;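 active means activation above the mean of all tested compounds plus 3 SD, set per screening campaign, cut at about 17% in these data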
* hit, by the source's call; · = no result given. Random draw from the library; about 3.6% have a hit in one of these screens.

SMILES	IMP-1 inhibitor	VIM-2 inhibitor	SUMO HTRF inh	PfM18AAP inh	pCIP destab	FID counter	NS3 helicase inh	IDE cell inh	IDE cell activ
O=C(CCc1c[nH]c2ccccc12)N1CCCC1	-2.3	-1.7	3	-1	-24	-7	-4	1	1
Cc1ccc(CCNC(=O)Cn2ncc3c([nH]c4ccccc43)c2=O)cc1	0.1	-1.6	37	3	-4	-18	19	4	2
CCCn1c(-c2ccc(C(=O)OC)cc2)nc2c1c(=O)[nH]c(=O)n2Cc1ccccc1	-5.2	-1.3	21	-16	-10	-11	-6	1	4
COc1ccccc1C(=O)NCC(=O)NC(C)c1ccc(-n2ccnc2)cc1 (stereo unspecified)	-2.9	-1.8	4	-4	-37	-10	4	3	-8
CCOC(=O)c1cc(S(=O)(=O)N2CCC(C)CC2)cn1C	-1.8	-1.3	·	-2	-3	-44	2	3	2
CC(=O)NCC1CCCN(Cc2cn(-c3ccccc3F)nc2-c2cc(C)sc2C)C1 (stereo unspecified)	-1.4	1.4	11	1	-19	11	-8	3	2
Nc1ccccc1SCc1ccccc1Cl	-2.4	-1.9	9	-6	-8	1	-7	4	·
COc1ccc(CCNC(=O)c2ccccc2NC(=O)C2=C(C)OCCS2)cc1OC	-3.9	-1.6	13	2	-12	-25	4	4	4
C1=CCN(Cc2ccccc2)C1	-3.9	-3.2	5	6	1	-2	3	3	5
CCO/C=C1/C(=O)N(c2ccccc2OC)C(=O)c2ccccc21	-3.9	-1.9	14	-3	-12	-1	0	1	-1
COCCNC(=O)c1onc(CSc2cccc(C)c2)c1C(=O)O	-1.2	-0.3	18	-3	-7	-11	11	4	4
COc1ccc(Cl)cc1NC(=O)Nc1cnccn1	-3.5	-1.5	7	-1	1	-8	2	7	1
CCCC(=O)Nc1ccc(-c2nc3cc(C)ccc3o2)cc1	-3.1	-1.4	1	4	0	-15	-9	7	-2
O=C(/C=C/c1ccc(Br)cc1)NC1CCCCCC1	-1.5	0.9	10	-5	-18	-6	-7	-2	4
COc1ccc(CNC(=O)C(C)n2nc(C)n3c(cc4occc43)c2=O)cc1 (stereo unspecified)	0.1	-0.5	0	0	4	-22	3	-1	5
Cc1ccc(C)c(OCCCN2CCNCC2)c1	-0.2	-1.4	-8	0	-4	2	-4	3	3
CC(NC(=O)C1CCN(c2nnc(-n3cccc3)s2)CC1)C12CC3CC(CC(C3)C1)C2 (stereo unspecified)	-2.4	-1.3	3	2	-5	-16	5	4	-7
Cc1cc(C)nc(-n2nc(C)c(C3(O)C(=O)Nc4ccc(F)cc43)c2N)n1 (stereo unspecified)	-5.2	-3.7	-20	4	4	-14	-6	3	8
Cc1cccc(NS(=O)(=O)c2ccc(NC(=O)N3CCCCC3)cc2)c1	-4.8	-2.8	-1	0	-12	-35	1	2	3
CC(=O)N1CCn2c3ccc(C)cc3c3cccc1c32	-0.9	-3.3	-10	6	-2	-22	-9	1	4
CCOC(=O)C(C)/C(C)=N\Nc1ccc([N+](=O)[O-])cc1[N+](=O)[O-] (stereo unspecified)	-2.6	-0.7	11	2	-10	5	1	-6	0
O=C(Nc1ccccc1Oc1ccccc1)C1CC1	-1.0	0.1	-7	-8	-6	-5	-4	6	7
O=c1c2ccccc2[nH]c(=S)n1Cc1ccc2c(c1)OCO2	-3.5	-3.8	17	-12	12	0	4	2	-1
Cc1nc(CC(=O)Nc2nc(C(C)(C)C)cs2)cs1	-2.2	-0.3	-16	1	-10	0	5	0	2
O=C(CSc1nnc(-c2cnccn2)n1Cc1ccco1)Nc1ccc(Br)cc1	-2.0	-1.7	19	-14	-1	-9	-5	-1	3
Cc1cccc(N2CCN(C(=O)C3CCN(S(=O)(=O)c4cccc5cccnc45)CC3)CC2C)c1 (stereo unspecified)	·	·	12	·	-10	·	·	8	-5
COCCn1c(=O)[nH]c2cc(C(=O)Nc3cc(OC)c(OC)c(OC)c3)ccc2c1=O	-2.5	-2.0	-7	-1	3	-28	1	7	0
CC(=O)c1c(C)nn(CC(O)COc2ccc3ccccc3c2)c1C (stereo unspecified)	-2.4	-0.1	13	-7	-13	-8	-8	8	1
COc1ccc(NC(=O)CC2CCCC2)cc1S(=O)(=O)N1CCCCC1	-2.4	-2.7	6	0	-6	-36	1	7	-1
CCCCn1c(/N=C/c2ccc(N(C)C)cc2)nc2ccccc21	-1.9	-0.3	-1	0	-3	1	-3	0	3

Brought forward from above: 2 compounds, followed by the next part.
SMILES	IMP-1 inhibitor	VIM-2 inhibitor	SUMO HTRF inh	PfM18AAP inh	pCIP destab	FID counter	NS3 helicase inh	IDE cell inh	IDE cell activ
COc1ccc(NC(=O)CC2CCCC2)cc1S(=O)(=O)N1CCCCC1	-2.4	-2.7	6	0	-6	-36	1	7	-1
CCCCn1c(/N=C/c2ccc(N(C)C)cc2)nc2ccccc21	-1.9	-0.3	-1	0	-3	1	-3	0	3
CN(C(=O)c1ccccc1Cl)c1ccccc1C(=O)NCc1ccccc1	-3.7	-2.0	8	4	-16	-29	8	2	0
Cc1ccccc1NCc1ccccc1O	-2.9	-3.8	-8	-5	-2	0	4	10	4
Cc1ccc(/C=N/n2c(C)nnc2C)cc1	-3.1	-1.3	-1	8	-7	3	-6	-6	-2
CCOC(=O)CC(/C(C)=N\O)c1ccccc1 (stereo unspecified)	-3.6	-1.1	14	-5	4	-8	7	2	1
Clc1nc(NCc2ccco2)nc(N2CCCCC2)n1	-2.7	-2.4	11	3	1	-2	5	-4	-4
O=C(NCCc1ccc(Cl)cc1)/C(=C/c1cccnc1)NC(=O)c1ccccc1	-2.1	-0.9	29	7	-7	-23	14	-5	-3
C/C(=N\NC(=O)CSCc1ccc([N+](=O)[O-])cc1)c1ccccc1	-0.7	-1.5	7	-4	1	0	5	8	3
CCC(C(=O)N1CCC(C(N)=O)CC1)n1nc(C)n2c(cc3occc32)c1=O (stereo unspecified)	-1.7	-2.0	4	0	0	-9	0	-1	4
Cc1[nH]n(-c2cccc(Cl)c2)c(=O)c1C=NCC(C)C	-1.6	0.7	25	-6	12	-10	2	4	5
COc1ccc(CN2CCNC(=O)C2CC(=O)N(C)Cc2nccs2)c(OC)c1 (stereo unspecified)	-2.2	-1.5	-4	9	-3	-22	-5	-3	2
COC1CCCCC1Nc1ccc(C)c(C)c1 (stereo unspecified)	-2.2	0.4	2	5	5	0	-8	1	4
CN(C)CCN(C(=O)c1ccc2ccccc2c1)c1nc2ccc(F)cc2s1	-3.2	-1.2	19	-10	-20	3	-10	-2	7
Cc1cccc(C(P(=O)(c2ccccc2)c2ccccc2)P(=O)(c2ccccc2)c2ccccc2)n1	-0.2	-1.1	6	-3	-10	-34	5	-2	-3
CCC1CCCCN1Cc1nc2c(c(=O)n(C)c(=O)n2C)n1CCC(C)C (stereo unspecified)	-2.5	-0.8	-9	2	-8	-6	3	2	1
O=C(Nc1cccc(NC(=O)c2ccc(Br)o2)n1)c1ccc(Br)o1	-3.4	-3.3	10	5	0	-5	-2	4	-8
O=C(Nc1ccc(Oc2ccccc2)cc1)c1ccco1	-2.9	-3.5	20	4	-5	-3	-6	4	2
O=C(CN1CCOCC1)N/N=C/C(Br)=C\c1ccccc1	-1.6	-0.2	2	16	1	-8	-2	-3	1
Cc1ccc2cc(CN(CC3CCCO3)C(=S)Nc3ccccc3)c(=O)[nH]c2c1C (stereo unspecified)	-1.7	0.1	-18	-3	1	-11	2	-2	1
Cc1ccc(C)c(Nc2ccc(C(=O)NCCc3ccccc3)cn2)c1	-3.1	-5.0	3	0	-5	-25	-1	4	-1
CC1CC(C)CN(S(=O)(=O)c2ccc3c(c2)C(C)(C)C(=O)N3C)C1 (stereo unspecified)	-0.9	-0.4	·	-2	-19	-31	4	0	5
O=c1c(/C=N/OCc2ccc(Cl)cc2Cl)c[nH]n1-c1cccc(Cl)n1	-3.7	-4.6	-68	3	5	-29	12	-4	1
O=c1[nH]c2ccc(S(=O)(=O)Nc3ccc(Br)cc3)cc2[nH]1	-0.6	-0.4	·	0	-3	3	-7	-2	1
Cc1ccc(C)c(N2CCN(C(=O)C(Cc3ccccc3)n3cccc3)CC2)c1 (stereo unspecified)	-2.3	1.4	-10	-14	-11	-20	10	-3	2
CCOc1cc(C2CC(=O)c3c(ccc4ccccc34)N2)ccc1O (stereo unspecified)	-2.6	-2.3	14	5	-3	-25	-5	8	0
Cc1cc(C(=O)NCCCN2CCCC2=O)no1	-0.1	-5.5	3	2	7	-2	2	-2	0
Cc1ccc(CNS(=O)(=O)c2ccc3c(c2)NC(=O)CO3)cc1	-2.0	-2.7	9	2	-8	-9	-12	-11	1
Cc1cc(C(=O)N2CCN(c3ccc(F)cc3)CC2)on1	-3.4	-2.6	3	-1	-2	-5	11	4	0
CCOc1ccccc1N(CC(=O)Nc1ccc(S(=O)(=O)N2CCOCC2)cc1)S(=O)(=O)c1ccccc1	-1.6	-3.3	5	-10	-1	3	3	7	-3
N/C(=N\OC(=O)c1ccc2c(c1)OCO2)c1ccc(Br)cc1	-1.0	-4.2	14	-1	-6	0	15	5	-3
COc1cc(C(=O)NCc2ccc3c(c2)OCO3)c([N+](=O)[O-])cc1OC	-3.2	0.7	7	14	-11	-1	4	-2	1
O=C(Nc1ccccc1F)c1ccco1	-4.7	-3.2	10	-3	3	2	4	0	5
Cc1ccc(-c2nc3ccccc3s2)cc1NC(=S)NC(=O)c1cccc2ccccc12	-3.0	-2.1	9	-2	0	-6	0	-1	1
CCOc1ccc(NC(=S)N(CCCN2CCOCC2)Cc2cn(C)c3ccccc23)cc1	-4.3	-1.6	16	-2	-12	2	-30	4	6
CCCn1nc(C(=O)OCC(=O)Nc2ncc(Cl)c(C)c2Cl)c2ccccc2c1=O	0.7	-0.2	6	-5	-22	-1	11	-5	5
O=C(Cc1c(F)cccc1Cl)NC1CCN(Cc2ccccc2)CC1	-1.4	-3.0	6	4	9	0	-1	0	0
CC(C)Cc1nnc(NC(=O)c2cc(-c3ccccc3)nc3ccccc23)s1	2.7	0.7	17	-7	-25	0	-5	-3	4
CCOC(=O)Cc1c(C)nc(Cc2ccc(OC(C)C)cc2)[nH]c1=O	-0.7	-0.2	6	-3	18	-13	-26	-7	3
CCc1cc(=O)oc2cc(C)cc(OC(C)C(=O)O)c12 (stereo unspecified)	2.8	-2.4	18	6	-18	-1	3	-1	-1
Cc1cccc(C)c1Nc1nnc(SCC(=O)NCc2cccs2)s1	-1.7	0.0	-15	-14	4	-25	-3	2	4
